EBI2 block: antagonists of human EBI2 receptor | EBI2 beta-arrestin recruitment, luminescence, 7a,25-OHC stimulated | actives 0.81% (n = 360,000) | P32249 | inhibition, % at 5 µM; in the data active means inhibition above about 38%;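 further: enzyme fragment complementation signal reports receptor beta-arrestin coupling in cells; 0% = agonist plus DMSO wells and 100% = wells without agonist; some results beyond the cut were filed as inactive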
Target sequence (P32249 whole entry, looked up, the tested form may be a part): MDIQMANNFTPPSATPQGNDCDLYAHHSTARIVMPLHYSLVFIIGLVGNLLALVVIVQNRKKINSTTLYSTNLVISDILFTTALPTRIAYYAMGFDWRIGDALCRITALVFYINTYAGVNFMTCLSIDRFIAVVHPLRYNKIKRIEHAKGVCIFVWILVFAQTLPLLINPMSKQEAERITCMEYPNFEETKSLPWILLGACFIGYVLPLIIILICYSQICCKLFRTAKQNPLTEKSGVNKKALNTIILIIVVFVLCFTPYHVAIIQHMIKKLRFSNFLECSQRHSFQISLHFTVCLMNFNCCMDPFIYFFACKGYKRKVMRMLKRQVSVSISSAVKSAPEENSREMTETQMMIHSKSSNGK
XBP1 UPR activ: adaptive UPR (XBP1) activation | activation, % at 20 µM | actives 0.33% (n = 330,000) | CHO-XBP1 luciferase reporter, IRE1-XBP1 UPR activation, luminescence; percent of tunicamycin response, DMSO as zero;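 active means versus positive control, 20 µM dose yields 30% or more activation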;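 further: 100% = tunicamycin at 10 µg/mL and 0% = DMSO only wells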
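Material: IRE1-XBP1 luciferase reporter CHO line / Quantity: one thousand reporter cells per well / Buffer or medium: F12 with 10% serum / Compound: 20 µM single concentration, DMSO 1% / Times: 6 h treatment, 37 °C / Detection: Steady-Glo luciferase glow luminescence, 10 min after reagent addition / Benchmarks: tunicamycin high, DMSO low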
tim23-1 inh: growth inhibitors of tim23-1 mutant yeast | inhibition, % at 20 µM | AID 463212 | actives 1.3% (n = 330,000) | S. cerevisiae tim23-1 growth, BacTiter-Glo luminescence, 24 h;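 active means growth inhibition of the mutant yeast at or above 50%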;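 further: temperature-sensitive mutant grown at 25 °C; plate controls were DMSO-treated mutant yeast for no effect and medium wells lacking yeast for full effect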
Mdm2-MdmX inh: disrupts the human Mdm2-MdmX interaction; O15151+Q00987; SaOS-2 split-luciferase Mdm2/MdmX complementation, luminescence; inhibition, % at 8 µM; actives 3% (n = 330,000);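 active means inhibition of at least 50% at 8 µM in the primary screen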
APJ antag: blocks the human apelin receptor APJ | inhibition, % at 20 µM | P35414 | actives 0.32% (n = 330,000) | CHO-K1 APJ beta-arrestin complementation, luminescence | AID 2521;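 active means inhibition above about 40% at 20 µM, limit read from the data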;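 further: cells challenged with 10 nM apelin-13 agonist together with compound; plate controls were apelin-13 plus DMSO wells for no effect and DMSO wells lacking apelin-13 for full effect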
Target sequence (P35414 whole entry, looked up): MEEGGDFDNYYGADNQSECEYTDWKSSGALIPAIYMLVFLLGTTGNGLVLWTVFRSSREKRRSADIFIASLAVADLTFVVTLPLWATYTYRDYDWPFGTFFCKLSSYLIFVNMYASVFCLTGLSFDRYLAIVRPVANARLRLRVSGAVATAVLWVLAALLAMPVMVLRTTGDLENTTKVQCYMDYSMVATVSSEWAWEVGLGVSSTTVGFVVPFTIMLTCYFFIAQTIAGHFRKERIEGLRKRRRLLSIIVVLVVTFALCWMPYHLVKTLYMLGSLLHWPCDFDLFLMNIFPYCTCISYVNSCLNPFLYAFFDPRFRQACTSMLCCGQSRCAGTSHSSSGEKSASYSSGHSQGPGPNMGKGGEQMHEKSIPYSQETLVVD
CXCR6 inh: blocks human CXCR6 beta-arrestin recruitment. CHO-K1 PathHunter CXCR6 beta-arrestin, luminescence. inhibition, % at 20 µM. O00574. actives 0.36% (n = 360,000). AID 602244; in the data active means inhibition above about 34%, passing the limit was not always enough;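 further: antagonist mode with CXCL16 agonist at 10 nM final; 0% = 10 nM CXCL16 with DMSO and 100% = unstimulated wells without agonist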
Target sequence (O00574 whole entry, looked up): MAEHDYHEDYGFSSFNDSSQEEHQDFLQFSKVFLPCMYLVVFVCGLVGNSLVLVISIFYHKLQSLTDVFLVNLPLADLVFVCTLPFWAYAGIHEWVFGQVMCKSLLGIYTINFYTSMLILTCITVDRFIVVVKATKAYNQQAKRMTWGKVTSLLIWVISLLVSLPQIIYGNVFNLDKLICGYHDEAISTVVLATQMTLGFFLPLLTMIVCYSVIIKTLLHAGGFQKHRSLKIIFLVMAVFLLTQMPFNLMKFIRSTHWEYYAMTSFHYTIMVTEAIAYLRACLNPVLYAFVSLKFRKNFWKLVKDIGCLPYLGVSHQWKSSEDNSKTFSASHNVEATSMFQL
CCR6 antagonist: antagonists of human CCR6 receptor; P51684; CHO-K1 CCR6 PathHunter beta-arrestin, luminescence, CCL20-stimulated; inhibition, % at 20 µM; actives 0.49% (n = 340,000); AID 493098;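 active means compounds whose inhibition of the agonist-driven luminescence signal at 20 µM reaches about 50%, limit read from the data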;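 further: cells stimulated with CCL20 at 14 nM final; plate controls were DMSO with CCL20 for no effect and DMSO without agonist for full effect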
CHOP UPR activ: apoptotic UPR (CHOP) activation; CHO-CHOP luciferase reporter, luminescence; percent of tunicamycin response over DMSO baseline; activation, % at 10 µM; actives 0.34% (n = 330,000); AID 449763;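 active means at 10 µM dose, activation of 40% or more, normalized to positive control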;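 further: 100% = tunicamycin at 10 µg/mL and 0% = DMSO alone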
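System: CHO-CHOP luciferase reporter cell line; amount: 500 cells/well; buffer or medium: F12 medium containing 10% fetal bovine serum; incubation: 6 h compound exposure at 37 °C after overnight seeding; measured by: luciferase luminescence after 10 min with Steady-Glo reagent; evaluation: % reporter activation, DMSO baseline versus tunicamycin full activation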
APJ agonist: agonists of human APJ apelin receptor | P35414 | CHO-K1 APJ PathHunter beta-arrestin, luminescence; 0% DMSO wells, 100% apelin | activation, % at 20 µM | actives 0.11% (n = 330,000) | AID 2520;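 active means activation more than six SD over the plate average, tested at 20 µM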;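 further: 0% = DMSO alone and 100% = apelin-13 at 10 nM; some results filed as inactive read as strong as hits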
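Incubation: overnight seeding, 90 min compound at 25 °C, 1 h detection; test system: PathHunter CHO-K1 APJ (AGTRL-1) beta-arrestin reporter cells; amount: 1000 cells/well; doses: one dose, 20 µM compound, 1% DMSO; measured by: beta-gal luminescence; measure: agonist-driven arrestin binding to APJ; benchmarks: negative DMSO alone, positive Apelin-13 at 10 nM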
Starred values were filed as active, the others as inactive. Not all compounds are listed (hit frequency here may not be typical).

What do the screens show for `C=CCN1C(=O)/C(=C/c2ccsc2)SC1=S`?
EBI2 block: 14; XBP1 UPR activ: 1; tim23-1 inh: 5; Mdm2-MdmX inh: -7; APJ antag: -16; CXCR6 inh: 6; CCR6 antagonist: 9; CHOP UPR activ: -0.9; APJ agonist: -2

What do the screens show for `COc1ccccc1CNC(=O)CCNC(=O)c1ccco1`?
EBI2 block: -6; XBP1 UPR activ: -3; tim23-1 inh: -8; Mdm2-MdmX inh: -5; APJ antag: 15; CXCR6 inh: -5; CCR6 antagonist: 4; CHOP UPR activ: 0.5; APJ agonist: 0

Results for CSc1ccc(CN2CCSCC2)cc1 ?
EBI2 block: 5; XBP1 UPR activ: -1; tim23-1 inh: -5; Mdm2-MdmX inh: 5; APJ antag: 4; CXCR6 inh: -9; CCR6 antagonist: 11; CHOP UPR activ: 2.0; APJ agonist: -3

What do the screens show for `COc1ccccc1CCNC(=O)C1CCC(=O)N(Cc2cccc(F)c2)C1` (stereo unspecified)?
EBI2 block: -5; XBP1 UPR activ: 0; tim23-1 inh: 10; Mdm2-MdmX inh: -69; APJ antag: -5; CXCR6 inh: -3; CCR6 antagonist: 13; CHOP UPR activ: 2.2; APJ agonist: 4

What do the screens show for `CNC(=O)c1sccc1S(=O)(=O)Cc1c(Cl)cccc1Cl`?
EBI2 block: 3; XBP1 UPR activ: -2; tim23-1 inh: 2; Mdm2-MdmX inh: 11; APJ antag: 9; CXCR6 inh: 7; CCR6 antagonist: 14; CHOP UPR activ: 1.6; APJ agonist: -3

What do the screens show for `Cc1c(-c2nnc(-c3ccc(C(F)(F)F)cc3)o2)cnn1-c1ccccc1`?
EBI2 block: -5; XBP1 UPR activ: 5; tim23-1 inh: 2; Mdm2-MdmX inh: -53; APJ antag: -13; CXCR6 inh: -10; CCR6 antagonist: -2; CHOP UPR activ: 3.5; APJ agonist: -2

How did COC(=O)c1cc(C#N)c(N2CCOCC2)nc1C do in these assays?
EBI2 block: 6; XBP1 UPR activ: 0; tim23-1 inh: 3; Mdm2-MdmX inh: 1; APJ antag: -6; CXCR6 inh: -9; CCR6 antagonist: 11; CHOP UPR activ: 0.5; APJ agonist: -4

How did O=C(Nc1cccc(-n2cnnn2)c1)c1ccccc1Br do in these assays?
EBI2 block: 4; XBP1 UPR activ: -3; tim23-1 inh: 8; Mdm2-MdmX inh: 7; APJ antag: 11; CXCR6 inh: -11; CCR6 antagonist: 9; CHOP UPR activ: 0.7; APJ agonist: -2

What do the screens show for `Cc1ccc(NC(=O)COc2cccc3ccc(C)nc23)c(Br)c1`?
EBI2 block: 10; XBP1 UPR activ: 0; tim23-1 inh: 31; Mdm2-MdmX inh: -45; APJ antag: 1; CXCR6 inh: -5; CCR6 antagonist: -3; CHOP UPR activ: 1.5; APJ agonist: -1

Results for Cc1ccc(C(=O)C(C)OC(=O)C2=COCCO2)cc1C (stereo unspecified) ?
EBI2 block: 3; XBP1 UPR activ: -2; tim23-1 inh: -6; Mdm2-MdmX inh: -2; APJ antag: 11; CXCR6 inh: -3; CCR6 antagonist: 8; CHOP UPR activ: 1.8; APJ agonist: -4

How did CC(C)(C)C(=O)NC(=S)N1CCc2ccccc21 do in these assays?
EBI2 block: -8; XBP1 UPR activ: 1; tim23-1 inh: 3; Mdm2-MdmX inh: -14; APJ antag: -8; CXCR6 inh: 1; CCR6 antagonist: 1; CHOP UPR activ: 1.7; APJ agonist: 0

Results for Cc1nn(-c2ccccc2)c2c1C(O)n1c(nc3ccccc31)S2 (stereo unspecified) ?
EBI2 block: -16; XBP1 UPR activ: 3; tim23-1 inh: 38; Mdm2-MdmX inh: 29; APJ antag: 1; CXCR6 inh: -12; CCR6 antagonist: 0; CHOP UPR activ: 1.9; APJ agonist: 2

Results for COc1cc(C(F)(F)F)ccc1C(=O)NCCc1ccco1 ?
EBI2 block: -6; XBP1 UPR activ: -4; tim23-1 inh: 17; Mdm2-MdmX inh: -21; APJ antag: -5; CXCR6 inh: 4; CCR6 antagonist: 20; CHOP UPR activ: 6.3; APJ agonist: 1

How did N/C(=N\OC(=O)Cc1ccc(Cl)cc1)c1ccccn1 do in these assays?
EBI2 block: -17; XBP1 UPR activ: 4; tim23-1 inh: 24; Mdm2-MdmX inh: -35; APJ antag: 16; CXCR6 inh: 0; CCR6 antagonist: -1; CHOP UPR activ: 2.4; APJ agonist: -1

What do the screens show for `COCCOC(=O)C1=C(C)NC(=O)CC1c1cc2c(cc1Br)OCO2` (stereo unspecified)?
EBI2 block: -3; XBP1 UPR activ: 2; tim23-1 inh: 18; Mdm2-MdmX inh: -29; APJ antag: 15; CXCR6 inh: 0; CCR6 antagonist: -6; CHOP UPR activ: 0.1; APJ agonist: -1

Results for FC(F)(F)c1ccnc(NCc2ccco2)n1 ?
EBI2 block: -2; XBP1 UPR activ: 0; tim23-1 inh: 14; Mdm2-MdmX inh: 5; APJ antag: 3; CXCR6 inh: 14; CCR6 antagonist: 18; CHOP UPR activ: 1.1; APJ agonist: -5

What do the screens show for `CC(C)c1ccc(NC(=O)NCc2cccnc2)cc1`?
EBI2 block: 1; XBP1 UPR activ: -2; tim23-1 inh: -10; Mdm2-MdmX inh: -21; APJ antag: -1; CXCR6 inh: -1; CCR6 antagonist: 2; CHOP UPR activ: 3.2; APJ agonist: 2

How did CCN(CC)Cc1nc2sc(C)c(C)c2c(=O)[nH]1 do in these assays?
EBI2 block: -6; XBP1 UPR activ: 0; tim23-1 inh: 6; Mdm2-MdmX inh: -5; APJ antag: -11; CXCR6 inh: -9; CCR6 antagonist: 6; CHOP UPR activ: -0.2; APJ agonist: -3

Results for COc1ccc(CC2(CO)CCN(Cc3cnn(C)c3C)CC2)cc1 ?
EBI2 block: -9; XBP1 UPR activ: -3; tim23-1 inh: 11; Mdm2-MdmX inh: 14; APJ antag: -13; CXCR6 inh: 5; CCR6 antagonist: -3; CHOP UPR activ: 0.3; APJ agonist: -1

How did CCn1c(CNc2ccc(C)cc2C)nnc1SCC(=O)N1CCCc2ccccc21 do in these assays?
EBI2 block: 0; XBP1 UPR activ: -2; tim23-1 inh: 39; Mdm2-MdmX inh: 3; APJ antag: 1; CXCR6 inh: 10; CCR6 antagonist: -11; CHOP UPR activ: -0.9; APJ agonist: -4

How did CCCc1cc(=O)oc2c3c(cc(OCC(=O)NCCCn4ccnc4)c12)OC(C)(C)CC3 do in these assays?
EBI2 block: 10; XBP1 UPR activ: 4; tim23-1 inh: 0; Mdm2-MdmX inh: 6; APJ antag: -61; CXCR6 inh: 6; CCR6 antagonist: 8; CHOP UPR activ: 0.4; APJ agonist: 3

Results for COc1ccccc1N1CCN(/N=C/c2cccc(Cl)c2)CC1 ?
EBI2 block: 6; XBP1 UPR activ: -2; tim23-1 inh: 32; Mdm2-MdmX inh: -75; APJ antag: 6; CXCR6 inh: 6; CCR6 antagonist: 10; CHOP UPR activ: 5.1; APJ agonist: 0

How did CN1CCN(CC/C=C2/c3ccccc3Sc3ccc(S(=O)(=O)N(C)C)cc32)CC1 do in these assays?
EBI2 block: -1; XBP1 UPR activ: -3; tim23-1 inh: 17; Mdm2-MdmX inh: 67*; APJ antag: 25; CXCR6 inh: 12; CCR6 antagonist: 23; CHOP UPR activ: 5.1; APJ agonist: -1

What do the screens show for `COc1ccccc1CNC(=O)c1ccc(S(=O)(=O)N(C)C)cc1`?
EBI2 block: 1; XBP1 UPR activ: -2; tim23-1 inh: 12; Mdm2-MdmX inh: 16; APJ antag: -6; CXCR6 inh: -4; CCR6 antagonist: 21; CHOP UPR activ: -0.4; APJ agonist: -4

Results for O=C(Nc1cccc(NC(=O)c2ccco2)n1)c1ccco1 ?
EBI2 block: -1; XBP1 UPR activ: -5; tim23-1 inh: -1; Mdm2-MdmX inh: 14; APJ antag: -23; CXCR6 inh: 5; CCR6 antagonist: -4; CHOP UPR activ: 0.2; APJ agonist: 1

What do the screens show for `CC1(C)CC(=O)C2=C(C1)OC1=C(C(=O)CC(C)(C)C1)C2c1cc([N+](=O)[O-])cc([N+](=O)[O-])c1O`?
EBI2 block: -5; XBP1 UPR activ: -3; tim23-1 inh: 18; Mdm2-MdmX inh: 31; APJ antag: 14; CXCR6 inh: 16; CCR6 antagonist: 33; CHOP UPR activ: 0.0; APJ agonist: -5

How did CCC(C)(C)NC(=O)c1ccccc1Oc1ccccc1 do in these assays?
EBI2 block: 8; XBP1 UPR activ: -2; tim23-1 inh: 20; Mdm2-MdmX inh: 2; APJ antag: -12; CXCR6 inh: 10; CCR6 antagonist: 5; CHOP UPR activ: -0.5; APJ agonist: -5

How did CC(NC(=O)CN(c1cccc(C(F)(F)F)c1)S(C)(=O)=O)c1ccccc1 (stereo unspecified) do in these assays?
EBI2 block: 6; XBP1 UPR activ: -2; tim23-1 inh: 19; Mdm2-MdmX inh: 22; APJ antag: -18; CXCR6 inh: -13; CCR6 antagonist: 15; CHOP UPR activ: -0.4; APJ agonist: -1

How did C[N+]1(CCCCSc2ccc(O)cc2)CCCCC1 do in these assays?
EBI2 block: 1; XBP1 UPR activ: -1; tim23-1 inh: -5; Mdm2-MdmX inh: -3; APJ antag: 10; CXCR6 inh: -3; CCR6 antagonist: 6; CHOP UPR activ: 0.3; APJ agonist: -1

Results for CCn1nc(NC(=O)c2ccccn2)c2cc3cc(C)ccc3nc21 ?
EBI2 block: -10; XBP1 UPR activ: 1; tim23-1 inh: 47; Mdm2-MdmX inh: 4; APJ antag: 15; CXCR6 inh: -1; CCR6 antagonist: -3; CHOP UPR activ: 3.5; APJ agonist: 0

What do the screens show for `CC(C)CC(c1nnnn1Cc1ccco1)N1CCN(c2cccc(Cl)c2)CC1` (stereo unspecified)?
EBI2 block: 18; XBP1 UPR activ: 0; tim23-1 inh: 16; Mdm2-MdmX inh: 30; APJ antag: 15; CXCR6 inh: 18; CCR6 antagonist: 20; CHOP UPR activ: 0.6; APJ agonist: -7

Results for O=[N+]([O-])c1ccc2[nH]ncc2c1 ?
EBI2 block: 2; XBP1 UPR activ: -3; tim23-1 inh: -4; Mdm2-MdmX inh: 15; APJ antag: -30; CXCR6 inh: -2; CCR6 antagonist: -5; CHOP UPR activ: -0.3; APJ agonist: 0

Results for O=C(/C=C/c1ccc([N+](=O)[O-])cc1)OCC(=O)c1ccc[nH]1 ?
EBI2 block: 0; XBP1 UPR activ: 0; tim23-1 inh: -5; Mdm2-MdmX inh: 2; APJ antag: -15; CXCR6 inh: 2; CCR6 antagonist: 3; CHOP UPR activ: 1.2; APJ agonist: 2
